# NPC1 promoter act = qHTS Assay for NPC1 Promoter Activators; 320,000 compounds, 2.4% hits; Potency, µM (top dose mostly 9.22 µM), for the others: at the highest dose activation, usual class: activators; AID 485313, 2010; Huh7 NPC1 promoter luciferase reporter, 24 h;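 further: potency means the concentration at half of the fitted maximal effect; % of control where 0% means no effect; nearly all actives have a fitted effect of over 60% in size; reporter is driven by a mutant NPC1 promoter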
#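 Huh7 cells stably carrying NPC1 promoter–luciferase, plated in Opti-MEM with 10% FBS for 2 h, were exposed to compound in DMSO for 24 h at 37 °C; luciferase reagent was added for 10 min and luminescence read.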
# Tb PFK inh = qHTS Assay to Find Inhibitors of T. brucei phosphofructokinase; ATP-dependent 6-phosphofructokinase (Trypanosoma brucei brucei), O15648; T. brucei PFK, ADP-Glo luminescence; Potency, µM (titrated, usually from 57.5 µM), for the others: at the highest dose activity, negative = inhibition, actives largely listed as inhibitors; 330,000 compounds, 0.17% hits; AID 485367, 2010;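 further: potency means the concentration at half of the fitted maximal effect; 0% = uninhibited 1x PFK enzyme wells and -100% = no-enzyme wells; nearly all actives have a fitted effect of over 60% in size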
# Target sequence (O15648 whole entry, looked up): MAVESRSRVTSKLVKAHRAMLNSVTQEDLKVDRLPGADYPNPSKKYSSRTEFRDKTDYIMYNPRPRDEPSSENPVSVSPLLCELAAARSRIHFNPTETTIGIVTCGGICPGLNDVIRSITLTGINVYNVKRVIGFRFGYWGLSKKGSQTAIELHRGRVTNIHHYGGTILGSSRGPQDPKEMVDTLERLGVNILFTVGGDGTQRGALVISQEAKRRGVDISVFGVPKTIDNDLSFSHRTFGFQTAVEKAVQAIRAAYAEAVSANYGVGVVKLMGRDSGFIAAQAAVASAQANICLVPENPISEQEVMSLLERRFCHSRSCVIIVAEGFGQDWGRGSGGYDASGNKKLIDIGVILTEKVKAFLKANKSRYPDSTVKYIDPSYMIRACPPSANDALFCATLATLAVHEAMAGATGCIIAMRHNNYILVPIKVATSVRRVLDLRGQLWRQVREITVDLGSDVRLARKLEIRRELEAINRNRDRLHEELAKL
#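 Compounds were pin-transferred as a titration series up to 57 uM into substrate buffer (0.5 mM F6P, 0.1 mM ATP, pH 8.0), then 1.25 nM PFK was added and reactions ran 45 min before ADP-Glo detection.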
# ELG1 genotoxic = qHTS screen for small molecules that induce genotoxicity in human embryonic kidney (HEK293T) cells expressing luciferase-tagged ELG1; HEK293T ELG1-luciferase reporter, luminescence, 16 h; Potency, µM (titrated, usually from 46 µM), for the others: top-dose activity change, positive = activation, actives largely listed as activators; 330,000 compounds, 1.3% hits; AID 504466, 2011; further: potency means the concentration at half of the fitted maximal effect; % of control where 0% means no effect; nearly all actives have a fitted effect of over 60% in size
#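 Reporter readout depends on ELG1 protein level, which increases with genetic stress. After 16 hr compound exposure at 37 °C, luciferase activity was quantified using ONE-Glo.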
# VP16 counter = VP16 counterscreen qHTS for inhibitors of ROR gamma transcriptional activity | Drosophila S2 Gal4-VP16 UAS-luciferase, luminescence, 20 h | Potency, µM (highest dose often 53.6 µM), without a hit: at the top dose activity, negative = inhibition, most hits filed as inhibitors | 310,000 compounds, 3.5% hits;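 further: Gal4-VP16 expression switched on by copper sulfate through the metallothionein promoter; potency means the concentration at half of the fitted maximal effect; on the % scale 0 is the no-effect control and ±100 the full control effect; nearly all actives have a fitted effect of over 50% in size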
# KCNH2 3.1 block = qHTS for Inhibitors of KCHN2 3.1: Mutant qHTS | Potassium voltage-gated channel subfamily H member 2, brain isoform KCNH2 3.1 (human) | U2OS KCNH2 3.1, thallium flux FluxOr; stronger effect = lower value | activity change, % (tested at about 1.8 µM) | 340,000 compounds, 0.95% hits | AID 720553, 2013;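 active means maximum activity change below -70%; inconclusive means maximum activity change from -70% to -50%; inactive means maximum activity change above -50%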;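 further: thallium influx rate constant from kinetic fluorescence after stimulation buffer; on the % scale 0 is the no-effect control and ±100 the full control effect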
#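 We transduce U2OS cells with the mutant 3.1 virus, culture them overnight, load FluxOr with Red40 quencher for 45 min, then add stimulation buffer and read kinetically for 2 min to derive a normalized rate constant.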
# FLuc modulator = qHTS profiling assay for firefly luciferase inhibitor/activator using purifed enzyme and Km concentrations of substrates (counterscreen for miR-21 project); Potency, µM (highest dose often 57.5 µM), inactives show at the highest dose activity change, negative = inhibition, most hits filed as inhibitors; AID 588342, 2011; 360,000 compounds, 6.9% hits; purified FLuc, Km substrates, luminescence inhibition; Luciferin 4-monooxygenase (Photinus pyralis), P08659;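 further: potency means the concentration at half of the fitted maximal effect; plate controls were vehicle for no effect and reference inhibitor for full effect; nearly all actives have a fitted effect of over 55% in size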
#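 Biochemical qHTS of compounds, final roughly 60 µM downward over six points, against 10 nM purified firefly luciferase using Km concentrations of substrates (10 uM D-luciferin, 10 uM ATP) in Tris acetate pH 7.5 buffer; luminescence output.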
# FBPA coupling cs = qHTS Assay for Inhibitors of Fructose-1,6-bisphosphate Aldolase from Giardia Lamblia: Coupling assay counterscreen. coupling enzyme system counterscreen, AmpLite Red fluorescence. activity change, negative = inhibition, % at 58.2 µM, hits read low. 290,000 compounds, 0.67% hits; in the data active means activity change below about -30%; further: on the % scale 0 is the no-effect control and ±100 the full control effect
#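 Coupling enzymes only (glyceraldehyde-3-phosphate) + compound, at 57.5 uM final, 10 min RT; add substrate/coupling/AmpLite Red mix, 20 min RT; fluorescence ex 525/em 598 nm. Actives flag coupling-system interference.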
# Giardia kill = Small Molecules that selectively kill Giardia lamblia: qHTS | 340,000 compounds, 0.15% hits | activity change, % at 7.66 µM, hits read low | Giardia lamblia trophozoite viability; in the data active means activity change below about -80%; inconclusive means between about -30% and that limit;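 further: parasites exposed to compound for two days anaerobically before the ATP read; on the % scale 0 is the no-effect control and ±100 the full control effect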
#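 ATP-content bioluminescence gauges trophozoite survival. Cells (100/well) receive compound and incubate anaerobically for 48 hrs at 37 deg C; detection reagent follows for 15-30 min at room temperature.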
# Rab9 prom act = qHTS Assay for Rab9 Promoter Activators; Huh7 Rab9 promoter-luciferase reporter, luminescence, 24 h; Potency, µM (top dose mostly 9.22 µM), inactives show at the highest dose activation, negative = inhibition, most hits filed as activators; 320,000 compounds, 2.8% hits; further: potency means the concentration at half of the fitted maximal effect; % of control where 0% means no effect; nearly all actives have a fitted effect of over 60% in size
#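 Quantitative HTS format; Huh7 Rab9-luciferase reporter cells (1500/well) receive compound 2 h post-plating, incubate 24 h at 37 °C, then get luciferase reagent for 10 min before luminescence reading.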
# uPA surface inh = qHTS for Inhibitors of Cell Surface uPA Generation | cell surface uPA generation assay, qHTS | Potency, µM (highest dose often 38.3 µM), without a hit: at the top dose activity change, negative = inhibition, actives largely listed as inhibitors | 330,000 compounds, 0.31% hits | AID 540303, 2011; active means well fitted inhibition curve with a large enough effect; inconclusive means small, poorly fitted or top-dose-only effect; inactive means no such curve, though single readings can be large or run the other way; tested in mouse RAW 264.7 cells; further: potency means the concentration at half of the fitted maximal effect; on the % scale 0 is the no-effect control and ±100 the full control effect; nearly all actives have a fitted effect of over 55% in size
# RORgamma inh = qHTS for inhibitors of ROR gamma transcriptional activity; Nuclear receptor ROR-gamma (Mus musculus), P51450; Drosophila S2 Gal4-RORgamma UAS-luciferase reporter, 20 h; Potency, µM (top dose mostly 53.6 µM), inactives show at the highest dose activity change, negative = inhibition, actives largely listed as inhibitors; 310,000 compounds, 5.4% hits; AID 2551, 2010; further: potency means the concentration at half of the fitted maximal effect; on the % scale 0 is the no-effect control and ±100 the full control effect; nearly all actives have a fitted effect of over 60% in size
# Target sequence (P51450 whole entry, looked up, the tested form may be a part): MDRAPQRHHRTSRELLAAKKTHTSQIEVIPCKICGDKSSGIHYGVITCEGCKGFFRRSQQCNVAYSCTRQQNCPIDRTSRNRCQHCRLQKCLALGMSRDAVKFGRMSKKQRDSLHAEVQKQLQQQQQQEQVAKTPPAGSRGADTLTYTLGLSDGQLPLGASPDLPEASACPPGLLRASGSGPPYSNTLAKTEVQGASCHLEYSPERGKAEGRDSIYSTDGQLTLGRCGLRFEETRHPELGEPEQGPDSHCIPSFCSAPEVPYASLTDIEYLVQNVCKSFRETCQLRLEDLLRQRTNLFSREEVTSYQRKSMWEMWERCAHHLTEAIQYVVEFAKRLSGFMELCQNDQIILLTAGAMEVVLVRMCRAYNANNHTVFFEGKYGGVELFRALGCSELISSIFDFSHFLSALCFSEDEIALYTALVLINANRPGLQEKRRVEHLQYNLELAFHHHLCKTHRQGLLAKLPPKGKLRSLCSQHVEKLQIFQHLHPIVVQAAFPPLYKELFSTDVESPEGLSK
#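 In this cell-based reporter format, copper sulfate (700 uM final) drives Gal4–ROR gamma fusion expression from a metallothionein promoter in Drosophila Schneider cells; compounds preincubated 1 hr, reporter read after 20 hr at ambient temperature.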
# * hit, by the source's call; ? = inconclusive; nt = not tested or not shown; [ ] = remark or other dose. Unless noted, the call rests on the fitted dose curve; in most records, active means well fitted curve in the direction sought with a large enough effect; inconclusive means small, poorly fitted or top-dose-only effect, or another doubt; inactive means no such curve, though single readings can be large; an effect the other way counts as inactive or inconclusive.
SMILES,NPC1 promoter act,Tb PFK inh,ELG1 genotoxic,VP16 counter,KCNH2 3.1 block,FLuc modulator,FBPA coupling cs,Giardia kill,Rab9 prom act,uPA surface inh,RORgamma inh
CCOC(=O)c1c(NC(=O)COC)sc(C(C)=O)c1C,-1.9%,-7.0%,15.2%,nt,-22.5,-2.1%,3.7,13.7,-1.0%,nt,-8.2%[0.365 µM]
COc1ccc(F)cc1S(=O)(=O)NC1CCCC1,0.4%,-5.7%,2.1%,3.1%,-3.3,0.7%,2.8,-0.3,0.5%,nt,-5.2%
O=C(c1nc2ccccc2s1)N1CCSCC1,23.3%,-1.1%,18.4µM*,-4.0%,-6.6,?,-1.7,1.1,?,-2.1%,24.1%
CN1CCN(CC(=O)Nc2sc3c(c2C#N)CCC(C(C)(C)C)C3)CC1 (centres undefined),-2.9%,-4.9%,2.3%,13.1%,nt,2.3%,4.2,nt,-12.4%,nt,32.3%
Cc1nc(NC(=O)COC(=O)c2cccs2)c(Cl)cc1Cl,0.5%,0.0%,5.5%,nt,6.8,2.7%,nt,-22.7,0.8%,-2.3%,nt
COc1ccc(NC(=O)CN2CCN(c3ccc(F)cc3)CC2)cc1Cl,-1.6%,6.0%,0.1%,-3.1%,-1.6,7.3%,1.3,-4.8,6.0%,-4.6%,14.0%
CSc1ccccc1NC(=O)Nc1ccc(Cl)cc1,?,-6.2%,?,5.6%,0.7,10.7µM*,-5.5,8.5,?,-12.8%,38.8%
C/C(Cn1nnc([N+](=O)[O-])n1)=N\NC(=O)c1ccc(O)cc1,-2.6%,2.1%,-8.6%,7.94µM*,22.7,-0.7%,-28.8,?,-3.8%,?,2.82µM*
COc1ccc(-c2nnc3n2C(C)(C)Cc2cc(OC)c(OC)cc2-3)cc1,-0.2%,2.6%,-1.4%,-4.1%,nt,-0.3%,1.5,nt,-4.2%,nt,24.7%
CS(=O)(=O)N1N=C(c2ccc(Cl)cc2)CC1c1cccs1 (centres undefined),26.5%,1.9%,?,?,-17.4,?,1.2,-4.5,4.8%,-1.7%,14.6%
CN(CC(=O)Nc1c(Cl)cccc1Cl)C(=O)c1ccncc1,0.7%,1.0%,6.4%,3.0%,2.2,1.1%,nt,-7.5,-3.7%,2.4%,-13.7%
CCN(Cc1ccccc1)S(=O)(=O)c1c(C)[nH]c(C)c1C(=O)N1CCCC1,-2.8%,-7.3%,1.7%,-1.1%,3.4,3.8%,0.0,9.0,-1.1%,-7.1%,-1.4%
CC1CCCN(C(=O)C(C)Nc2cc(Cl)ccc2N2CCOCC2)C1 (centres undefined),1.9%,4.9%,0.0%,-4.7%,2.4,0.1%,-4.2,7.3,-19.0%,-0.8%,1.2%
CC(C)=C(NC(=O)c1ccccc1)C(=O)NC(Cc1ccccc1)C(=O)O (centres undefined),-0.1%,-0.8%,-22.7%,-1.2%,4.1,-2.6%,0.9,2.4,-0.8%,1.6%,1.5%
COc1cccc(C(=O)C2CCCN(C(=O)c3ccccn3)C2)c1 (centres undefined),-1.0%,0.2%,0.1%,-2.1%,-2.2,-1.6%,0.6,-2.5,-1.6%,4.6%,12.0%
COc1ccccc1/C=C/C(=O)c1c2c(c(C)[nH]c1=O)CCCC2,0.1%,-9.0%,-4.8%,4.47µM*,7.5,-7.5%,-10.5,11.0,-30.1%[inhibitor],?,5.62µM*
C/C(=N\NC(=O)c1cccc(O)c1)c1cccc(NC(=O)c2ccc(F)cc2)c1,?,0.3%,2.5%,-26.4%,-13.5,1.9µM*,nt,-7.4,13.8%,?,13.6%
CCOc1ccc(C(=O)CCC(=O)Nc2ccc(C)cn2)cc1,0.0%,-0.7%,12.9%,nt,0.0,0.7%,nt,-20.5,0.3%,2.4%,nt
O=C1COc2ccc(S(=O)(=O)CCC(=O)N3CCN(c4ccccc4)CC3)cc2N1,-2.0%,0.1%,1.7%[9.26 µM],-0.4%,-3.0,5.0%,1.7,-22.3,1.9%,14.2%,-1.9%
O=C(CSc1nncn1-c1cccnc1)Nc1cccc([N+](=O)[O-])c1,1.0%,-6.4%,-2.3%,0.2%,5.8,-1.3%,0.0,-13.4,-5.4%,-1.6%,-0.8%
CC(C)(C)Nc1nc(OCC#N)nc(N2CCCCC2)n1,-7.0%,-4.0%,-6.1%,2.0%,2.5,-0.8%,-0.2,-8.1,-1.2%,3.9%,12.9%
C/C(=N/OC(=O)c1ccc(F)cc1)c1ccc(C)cc1,0.6%,-5.9%,1.1%,-5.8%,-5.6,0.675µM*,-1.6,13.0,-8.5%,-0.7%,5.2%
Cc1cc(=O)n2[nH]c(-c3ccc(F)cc3)cc2n1,?,-2.0%,?,-8.4%,4.8,16.9µM*,-0.3,-29.8,?,6.0%,-29.7%
CC(C)Cc1cc(C(=O)Nc2sc3c(c2C#N)CCC3)no1,0.6%,-0.2%,-0.3%,3.9%,5.6,?,6.8,16.1,7.3%,7.1%,-2.9%
COc1cccc(C(=O)NCC(c2ccco2)N2CCOCC2)c1 (centres undefined),2.1%,-6.3%,2.8%,nt,1.4,-2.1%,nt,6.1,-2.1%,-10.7%,nt

# (next part)
SMILES,NPC1 promoter act,Tb PFK inh,ELG1 genotoxic,VP16 counter,KCNH2 3.1 block,FLuc modulator,FBPA coupling cs,Giardia kill,Rab9 prom act,uPA surface inh,RORgamma inh
CCc1c(C)nc(N)c(C#N)c1-c1ccccc1,-2.0%,0.4%,-4.0%,2.7%,-4.2,1.7%,2.4,-19.0,0.0%,4.7%,-13.6%
COc1ccc(CNCCCC(=O)Nc2c(Cl)ccc(C)c2Cl)cc1OC,-0.9%,-4.7%,-4.8%,14.2%,5.7,0.9%,1.8,7.2,1.8%,-3.9%,0.2%
S=c1[nH]nc(-c2cc(-c3ccccc3)n[nH]2)n1/N=C/C=C/c1ccccc1,-1.3%,-19.6%,3.1%,17.7%,24.3,6.75µM*,3.3,-13.8,1.4%,9.2%,-43.2%
O=C(/C=C/NCc1cccnc1)C(F)(F)C(F)(F)F,0.0%,0.9%,-5.5%,0.6%,-3.8,2.4%,-0.5,-15.5,-2.6%,2.4%,0.8%
Cc1noc(C)c1COc1ccccc1C(=O)NC(C)c1ccc(Cl)cc1 (centres undefined),1.1%,-7.3%,1.9%,nt,5.9,6.3%,nt,4.4,-0.9%,-19.3%,nt
COC(=O)c1cc(S(=O)(=O)N2CCN(c3cccc(OC)c3)CC2)cn1C,-3.1%,2.4%,2.2%,5.2%,-7.1,9.0%,nt,-13.5,-0.4%,-3.7%,-13.6%
O=C(NC(=S)NCC1CCCO1)c1ccc(Cl)cc1Cl (centres undefined),2.8%,-1.5%,6.8%,?,-5.9,-3.8%,-1.1,-18.2,1.3%,5.6%,11.2µM*
C[C@]12c3[nH]c4ccc(Cl)cc4c3CCN1C(=O)[C@@H](CC(=O)NCCc1ccccn1)C[C@@H]2C(=O)N1CCOCC1,nt,1.0%,5.0%,nt,-0.5,nt,nt,15.7,nt,-15.0%,nt
Cc1cccc(NC(=S)N(CCN(C)C)Cc2cc3cc(C)ccc3[nH]c2=O)c1,-2.3%,-6.6%,-3.6%,-4.8%,-4.3,6.3%,0.4,-6.3,-16.6%,-3.0%,-13.1%
CCOC(=O)CCCNC(=O)CN1CCC(c2nc3ccccc3s2)CC1,-0.2%,1.5%,-11.3%,7.2%,-3.7,-5.7%,2.6,1.9,5.0%,nt,-1.7%
COc1cc(/C=N/NC(=O)c2ccncc2)cc2c1OCO2,-3.9%,0.4%,-0.4%,2.8%,19.0,-0.2%,0.1,10.6,3.3%,8.2%,-11.2%
CCn1nc(C)c(CN2CCC(n3nccc3NC(=O)Cc3ccccc3)CC2)c1C,2.7%,-3.8%,4.2%,-6.2%,2.5,0.3%,nt,-4.9,3.2%,-6.3%,-21.2%
CCOC(=O)c1c(NC(N)=O)sc(C)c1C,-2.3%,4.2%,0.6%,nt,-0.9,-3.2%,-5.2,-6.3,-11.1%,-6.7%,22.8%[0.365 µM]
Cc1c[n+](C)ccc1CC1C([N+](=O)[O-])=C[N-]c2ncnn21 (centres undefined),0.4%,-0.7%,6.0%,6.2%,-4.6,-2.3%,0.3,2.9,3.8%,8.1%,8.4%

# Bioassay records as filed in PubChem.
